All columns: NCI-60 one-dose screen, growth in % after 48 h at 10 µM unless noted; 100 = growth as untreated, 0 = no growth, -100 = all killed.
PC-3: PC-3 prostate cancer cells. actives 3.9% (n = 80,000). AID 1794754
SF-539: SF-539 CNS cancer; actives 6.8% (n = 81,000); AID 1794752
SN12C: SN12C renal cancer cells; actives 3.8% (n = 81,000)
TK-10: TK-10 renal cancer cells | actives 3.9% (n = 81,000)
UO-31: UO-31 renal cancer. actives 5.2% (n = 81,000)
DU-145: DU-145 prostate cancer | actives 4.2% (n = 81,000) | AID 1794760
SF-295: SF-295 CNS cancer cells; actives 5.6% (n = 79,000); AID 1794758
U251: U251 CNS tumor cells; actives 5.4% (n = 80,000); AID 1794753
786-0: 786-0 renal cancer cells; actives 5.1% (n = 81,000); AID 1794775
* = called active by the depositor; / = no result given. The calls were made as follows: active = growth percent below 10; inactive = the rest.

SMILES	PC-3	SF-539	SN12C	TK-10	UO-31	DU-145	SF-295	U251	786-0
CSc1nc2c(=O)[nH]c(=O)[nH]c2n1-c1ccccc1	81	101	/	93	84	109	100	98	100
COc1ccc(C2CC(=O)c3ccccc3N2)cc1 (stereo not drawn)	81	95	87	110	61	110	93	92	101
COC(=O)c1cc(=O)nc(N/N=C/c2ccc(C)cc2)s1	91	102	110	104	86	114	/	107	103
CN(C)c1nc(NCCNS(=O)(=O)c2ccc(C3=Nc4c(N)nc(N)nc4NC(c4ccc(Cl)cc4)C3)cc2)nc(N2CCOCC2)n1 (stereo not drawn)	26	43	37	87	60	67	39	50	41
CCN(CC)c1ccc(/C=C/C=C2\NC(=O)NC2=O)cc1	19	10	47	8.4*	36	41	24	29	9.1*
O=C1OC(c2ccc(O)cc2)(c2ccccc2O)c2ccccc21 (stereo not drawn)	99	105	99	108	/	114	126	108	106
Cc1ccc(-n2cc3c(-c4cc5c(ccc6ccccc65)oc4=O)n[nH]c(=O)c3n2)cc1	77	106	84	145	62	101	95	77	107
O=C(O)c1ccc(-n2c(=O)c3ccccc3c3ccccc3c2=O)cc1	99	97	107	98	75	113	93	102	109
CC(O)C(=O)Nc1ccccc1 (stereo not drawn)	101	94	114	108	103	113	124	117	98
C#CCN(C)CCCOc1ccc(NC(=O)CCCCCCC(=O)NO)cc1Cl	27	20	41	1.3*	26	26	7.8*	9.0*	39
CCCCCC#CC1OC23CCCCC2C(C#N)(C(=N)O3)C1(C#N)C#N (stereo not drawn)	81	100	93	108	97	102	99	96	91
OC(CC(O)c1ccccc1)c1ccccc1 (stereo not drawn)	100	105	109	106	96	116	103	105	102
O=c1oc2c3ccccc3nn2c2ccccc12	103	102	98	98	92	111	103	104	103
O=c1[nH]c(=O)c2n[nH]nc2[nH]1	105	96	112	92	97	116	95	99	112
COc1ccc(-c2nc(SCC(C)C)nc(N/N=C\c3ccc(Cl)cc3)c2C#N)cc1	80	87	95	120	84	78	99	57	91
Nc1ccc(C(OC(=O)c2cc3ccccc3c(Cc3c(O)c(C(=O)OC(c4ccc(N)cc4)(c4ccc(N)cc4)c4ccc(N)cc4)cc4ccccc34)c2O)(c2ccc(N)cc2)c2ccc(N)cc2)cc1	-3.3*	10	-2.3*	45	29	22	/	11	23
NS(=O)(=O)c1ccc(NC(=S)NC(=O)c2ccc(Br)cc2)cc1	84	93	91	112	71	105	94	106	100
COCCn1c2nc(=O)n(-c3ccccc3)c(=O)c-2nc2ccccc21	80	96	93	135	80	105	92	99	114
COC(=O)CCC(=O)Nc1cc(C)ccc1C	91	101	92	99	90	106	102	91	107
Cc1ccc2ccc3ccc(C)nc3c2n1.Cc1ccc2ccc3ccc(C)nc3c2n1.Oc1c(Cl)cc(Cl)c2ccc(CN3CCCCC3)nc12.[Ru]	-83*	-88*	-65*	/	-90*	-93*	-84*	-54*	-88*
NC(=O)C(N)CCO (stereo not drawn)	95	105	105	98	84	101	99	93	97
NC(=O)COc1ccc(Br)cc1Br	88	107	101	99	84	106	104	91	93
CCOC(Cc1c(N)[nH]c(=S)[nH]c1=O)OCC	95	99	110	108	86	115	/	103	109
CCCCCCCn1cc2c(Nc3cccc(Br)c3)ncnc2n1	104	107	104	117	75	98	86	109	97
Cc1ccc2nc(-[n+]3cc4ccccc4cc3C)ccc2c1	17	44	13	82	89	54	33	23	81
C/C(=C\CCc1ccoc1)CC/C=C(\C)CCCN1CCN(CCO)CC1	88	93	99	94	93	106	104	82	96
c1ccc(CNc2ncnc3nc[nH]c23)cc1	96	103	109	98	91	111	103	110	98
CCCCNC(=S)NNC(=O)c1ccc(OCc2nc3ccc(C)cc3[nH]2)cc1	92	100	112	108	83	112	97	112	101
COc1cc2cc(Sc3ccc(NC(=O)c4ccc5c(c4)OCCO5)cc3)c(C)nc2cc1OC	94	113	104	/	80	100	106	99	111
O=c1[nH]c2nc(-c3ccc(Cl)cc3)cc(-c3ccc(Cl)cc3)c2s1	86	95	73	88	50	89	84	72	71
O=C(O)c1ccc(-n2cc(CNc3ccc(F)cc3)c(-c3ccc(F)c(F)c3)n2)cc1	95	85	97	105	82	105	86	104	93
CC(=O)C(CCCN(C)C)(c1ccccc1)c1ccccc1	94	99	98	91	90	103	99	80	98
Cn1cnc([N+](=O)[O-])c1Sc1ccncn1	99	102	94	101	81	108	109	98	103
FC(F)(F)c1ccc(-c2cnc(-n3cc(COCCN4CCCCC4)nn3)nc2NC2CCCCCC2)cc1	7.4*	-67*	60	-14*	-6.9*	58	-57*	-75*	51
CS(=O)(=O)c1ccc(-c2nc3ccccn3c2/C=N/N=C(N)N)cc1	98	99	102	112	97	102	96	102	99
O=[N+]([O-])c1cc(C2CCCCC2)c(O)c([N+](=O)[O-])c1	92	101	92	104	85	103	80	92	102
COc1cc(/C=C2\CCCC3=C2NC(N)=NC3c2cc(OC)c(OC)c(OC)c2)cc(OC)c1OC (stereo not drawn)	26	26	-5.2*	/	34	-9.9*	-35*	-85*	-20*
O=Cc1ccc(OC2OC(CO)C(O)C(O)C2O)cc1 (stereo not drawn)	101	96	108	87	86	111	97	100	102
Cc1cc(O)cc(-c2c(-c3ccnc(-c4cccnc4)c3)cnn2C)c1	48	43	59	51	36	70	59	69	68
N#CC12CC(O)(CC(c3ccccc3)C1(C#N)C#N)NC2=O (stereo not drawn)	96	105	103	91	93	107	98	99	99

Entries from the list above containing an NH in an aromatic ring, in the order listed:
SMILES	PC-3	SF-539	SN12C	TK-10	UO-31	DU-145	SF-295	U251	786-0
CSc1nc2c(=O)[nH]c(=O)[nH]c2n1-c1ccccc1	81	101	/	93	84	109	100	98	100
Cc1ccc(-n2cc3c(-c4cc5c(ccc6ccccc65)oc4=O)n[nH]c(=O)c3n2)cc1	77	106	84	145	62	101	95	77	107
O=c1[nH]c(=O)c2n[nH]nc2[nH]1	105	96	112	92	97	116	95	99	112
CCOC(Cc1c(N)[nH]c(=S)[nH]c1=O)OCC	95	99	110	108	86	115	/	103	109
c1ccc(CNc2ncnc3nc[nH]c23)cc1	96	103	109	98	91	111	103	110	98
CCCCNC(=S)NNC(=O)c1ccc(OCc2nc3ccc(C)cc3[nH]2)cc1	92	100	112	108	83	112	97	112	101
O=c1[nH]c2nc(-c3ccc(Cl)cc3)cc(-c3ccc(Cl)cc3)c2s1	86	95	73	88	50	89	84	72	71

Later entries:
SMILES	PC-3	SF-539	SN12C	TK-10	UO-31	DU-145	SF-295	U251	786-0
CCOc1ccc(/C=C2\CCc3ccccc3C2=O)cc1	/	103	103	107	109	107	103	99	84
O=C(CCc1nnc2sc(-c3ccc(Cl)cc3Cl)nn12)c1nc2ccccc2[nH]1	-38*	-19*	-37*	-83*	-73*	/	-37*	-83*	-95*
Brc1ccc2ncc3ccccc3c2c1	97	107	93	69	78	97	102	88	93
COc1cc(C2=C(CN)C(O)n3c(-c4ccccc4)cnc3N2)cc(OC)c1OC (stereo not drawn)	94	76	98	98	67	101	85	94	89
CCOC(=O)c1ccc2c(c1)nc(-c1ccc(Cl)cc1)n2-c1cc(C(C)(C)C)[nH]n1	49	11	60	85	36	53	17	34	14
NS(=O)(=O)c1ccc(Nc2nc(N=Nc3c(O)[nH]c4ccc(Cl)cc34)nc(Nc3ccccc3)n2)cc1	88	81	95	88	101	92	106	94	88
COc1ccc(-c2cc(C(=O)N3CCOCC3)on2)cc1OC1CCCC1	97	96	100	94	85	105	97	91	100
COc1ccc2nc(-c3ccc(Cl)cc3)cc(-c3nnc(SCC(=O)c4ccccc4)n3-c3ccccc3)c2c1	90	86	101	/	84	108	98	98	88
CCCc1nc(-c2cc(OC)c(OC)c(OC)c2)no1	87	97	97	101	80	103	99	96	97
CC(=O)c1ccc(N2CN(c3ccc(Cl)cc3)CC3=C2CC(C)(C)CC3=O)cc1	44	90	66	61	48	70	60	77	66
CN(C)c1ccc2c(c1)Sc1cc(N(C)C)ccc1N2C(=O)c1ccccc1	84	100	99	95	91	104	99	91	106
Cc1c(NC(=O)CCCn2c(O)c(/C=C3\C=Nc4ccccc43)sc2=S)c(=O)n(-c2ccccc2)n1C	/	84	85	116	71	101	97	94	97
S=C(c1cccs1)N1CCN(c2ccccc2Cl)CC1	82	99	106	90	90	101	103	99	111
O=C1OC2(OC(=O)c3ccccc32)Oc2ccc(F)cc21 (stereo not drawn)	100	95	104	86	93	97	97	111	99
COc1ccc(/C=N/NC(=O)c2cnn(CC(O)c3ccccc3)c2N)cc1Oc1ccccc1 (stereo not drawn)	67	73	90	82	70	89	81	73	84
N#C/C(=C\c1c[nH]c2ccccc12)S(=O)(=O)c1ccccc1	79	99	110	118	78	112	92	103	105
CCn1cc(C2=C(c3cccc4ccccc34)C(=O)N(O)C2=O)c2cc(Br)ccc21	88	109	102	117	67	108	97	103	93
O=[N+]([O-])c1cccc(/C=N\N=C\c2cccc([N+](=O)[O-])c2)c1	113	99	108	113	84	110	105	106	95
COC(=O)c1ccc(C2OC34CCCCC3C(C#N)(C(=N)O4)C2(C#N)C#N)cc1 (stereo not drawn)	101	99	99	100	92	104	96	106	101
O=S(=O)(O)c1cc(O)c2c(O)c(N=Nc3ccccc3)c(S(=O)(=O)O)cc2c1	85	92	103	98	67	/	119	113	106
CCOc1ccc(NC(=O)N(c2ccnc3ccccc23)C(C)CCCN(CC)CC)cc1 (stereo not drawn)	95	96	110	93	91	110	102	103	102
COc1cccc(N=Nc2c(O)n(-c3ccc(Cl)cc3)n(-c3ccc(Cl)cc3)c2=O)c1OC	71	109	93	117	74	102	99	90	108
COc1cccc(N(C(C)=O)c2nc(OC(C)=O)cs2)c1	98	96	98	125	89	106	94	103	103
NS(=O)(=O)c1ccc(Nc2nc(O)c(/C=C3/C=c4ccccc4=NC3=O)s2)cc1	95	102	95	105	83	116	101	102	102
Cc1cc(N=Nc2ccccc2)cc(C)c1NC(=O)C(F)(F)F	97	115	93	111	74	108	103	100	101
O=C(Nc1ccc2ccccc2c1)C(F)(F)F	96	108	102	102	75	111	112	104	108
Cc1ccccc1OC(=O)c1ccc([N+](=O)[O-])cc1	80	97	102	100	69	117	115	107	111
CCOC(=O)CCC(=O)Oc1ccc2c(c1)C(=O)c1ccc(OC(=O)CCC(=O)OCC)cc1C2=O	101	95	107	118	91	106	118	95	96
COc1cc(CNC(=O)/C=C/c2ccc3c(c2)OCO3)ccc1OCc1cn(-c2ccccc2[N+](=O)[O-])nn1	90	84	84	119	60	109	96	104	98
COc1cc(/C=N/NC(=O)CN2c3ccccc3Sc3ccccc32)cc(OC)c1OC	63	99	82	111	62	103	96	102	99
CC(=O)c1c[nH]c2ccc(-c3ccnc(Nc4ccc(NC(=O)C5CCCC5)c(CN5CCOCC5)c4)n3)cc12	2.5*	-85*	-9.0*	0.1*	2.1*	-1.8*	-46*	11	0.3*
O=C1OC(c2ccccc2)=N/C1=C\c1ccc([N+](=O)[O-])cc1	94	99	100	97	92	109	103	102	99
CN(C)c1ccccc1Br	97	109	105	114	89	112	118	98	96
c1ccc(Cn2c3cc4ccccc4nc3c3cccnc32)cc1	89	94	98	111	54	104	102	100	97
O=C(O)c1ccc(-n2cc(/C=N/Nc3cccc(F)c3)c(-c3ccc(F)cc3F)n2)cc1	73	91	98	95	62	76	93	102	101
O=C1OC(c2nc3ccccc3s2)=C/C1=C\c1cccc(O)c1	85	87	92	124	76	102	96	96	101
Nc1nc(-c2ccccc2)cc(=O)[nH]1	90	99	96	97	85	109	111	103	94
C[C@@H](C[C@H](CCO)c1ccoc1)c1ccc2ccccc2c1	95	102	105	95	84	98	89	96	99
CNC1=C([N+](=O)[O-])C(c2cc(OC)c(OC)c(OC)c2)C(C#N)=C(c2ccc[nH]2)O1 (stereo not drawn)	97	92	98	117	81	112	98	104	101
CCN(CC)CCOC(=O)N1c2ccccc2Sc2ccccc21	69	100	101	88	88	100	94	92	91
Clc1ccccc1/C=N\N=C(N/N=C\c1ccccc1Cl)N/N=C/c1ccccc1Cl	57	114	82	135	72	105	94	87	92
CCOC(=O)Nc1ccccc1F	103	106	98	92	93	111	102	103	100
CCOC(=O)CC(O)(CC(=O)OCC)C(=O)OCC	99	99	105	101	90	109	97	99	102
O=C1C=C(C(Cl)(Cl)Cl)OC(=O)C1	83	100	86	111	55	97	/	92	103
O=[N+]([O-])c1cc(Cl)c2cccnc2c1O	86	97	95	105	67	92	89	91	95
CCCCOc1ccc(S(=O)(=O)N2CCN(c3nc4ccccc4c(=O)[nH]3)CC2)cc1	101	98	115	103	94	100	96	94	102
C=C(C)CS(=O)(=O)O	103	99	106	103	70	109	/	99	97
CN1CCN(CCC(=O)Nc2cccc(-n3cc(-c4ccncc4)c(-c4ccc(Cl)c(O)c4)n3)c2)CC1	29	-4.7*	62	103	47	26	19	32	32
CNC(=O)NC(N)=O	85	103	103	112	98	149	103	97	104
